HT1080NT lethal – kills 2HG-producing HT-1080-NT fibrosarcoma cells; HT-1080-NT fibrosarcoma viability, CellTiter-Glo ATP luminescence, 48 h; Potency, µM (highest dose often 46.1 µM), inactives show top-dose activity, negative = less viability, most hits filed as cytotoxic; 1.6% of 360,000 active; AID 686970;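 further: NT is the 2HG producing partner of a matched IDH1 knockdown line; potency means the concentration at half of the fitted maximal effect; 0% = DMSO-treated cells and -100% = media-only wells without cells; nearly all actives have a fitted effect of over 55% in size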
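HT-1080-NT; 750 cells/well; 5% FBS RPMI; 48 h compound, 37 degrees C; CellTiter-Glo luminescence; curve fitting and curve-class assignment.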
HT1080 IDH1KD tx – kills HT-1080 cells with IDH1 knockdown | HT-1080 IDH1 knockdown viability, ATP luminescence, 48 h | Potency, µM (top dose mostly 46.1 µM), without a hit: at the highest dose activity, negative = toxicity, most hits filed as cytotoxic | 2% of 360,000 active | AID 686971;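 further: potency means the concentration at half of the fitted maximal effect; 0% = DMSO wells and -100% = cell-free medium wells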
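Using the IDH1-knockdown HT-1080 line run in the same batch and compound series as the NT line, viability after 48 h at 37 °C was determined by CellTiter-Glo luminescence and expressed as % activity.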
IL1B secr inh – inhibitors of inflammasome signaling (IL-1 beta secretion). activity change, % at 57.5 µM. 4.7% of 360,000 active. THP-1 LPS/ATP IL-1B secretion, AlphaLISA, 16 h; active compounds read low; in the data active means activity change below about -50%; inconclusive means mostly about -30% to -49%; further: on the % scale 0 is the no-effect control and ±100 the full control effect
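THP-1 cells pretreated 1 hr with compounds (up to 57.5 uM final), then stimulated with LPS (250 ng/mL final) plus ATP (1.25 mM final); secreted IL-1B measured by AlphaLISA after 16 hr, decreased signal indicating inhibition.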
SW480 rerep – inducers of DNA re-replication in SW480 colon cancer cells. SW480 DNA re-replication, Hoechst DNA content imaging, 48 h. Potency, µM (highest dose often 46.1 µM), without a hit: at the highest dose re-replication activation, usual class: activators. 1.8% of 340,000 active. AID 624297; further: potency means the concentration at half of the fitted maximal effect; % of control where 0% means no effect; nearly all actives have a fitted effect of over 55% in size
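Cells (250 per well) received 23 nL compound or DMSO by pin tool and were kept 48 hr at 37 C, 5% CO2. Nuclei were then stained with Hoechst for 40 min and scanned for DNA content.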
KB-V1 cytotox – KB-V1 MDR subline cytotoxicity; KB-V1 MDR cells viability, CellTiter-Glo, 72 h; Potency, µM (series often up to 46.1 µM), inactives show at the highest dose activity change, negative = cytotoxicity, actives largely listed as cytotoxic; 3.4% of 400,000 active; further: potency means the concentration at half of the fitted maximal effect; on the % scale 0 is the no-effect control and ±100 the full control effect; nearly all actives have a fitted effect of over 60% in size
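Potencies derive from concentration-effect curves fitted to normalized luminescence (CellTiter-Glo) of KB-V1 cells treated for 72 h at 37 degrees C in phenol-red-free DMEM containing 10% FBS.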
MCF10A rereplic – inducers of DNA re-replication in MCF 10A breast cells | 2.9% of 350,000 active | MCF 10A DNA re-replication, Hoechst nuclear intensity, 48 h | Potency, µM (titrated, usually from 46.1 µM), for inactives: at the highest dose activity, positive = re-replication, usual class: activators; further: potency means the concentration at half of the fitted maximal effect; % of control where 0% means no effect; nearly all actives have a fitted effect of over 50% in size
ATXN viability – viability counter-screen for ATXN expression inhibitors. AID 651635. S2 cells (HEK-293 line with an ATXN2-luciferase reporter) viability, CellTiter-Fluor protease fluorescence, 24 h. Potency, µM (highest dose often 56.7 µM), actives largely listed as cytotoxic. 0.49% of 400,000 active; further: potency means the concentration at half of the fitted maximal effect; nearly all actives have a fitted effect of over 40% in size
KB-3-1 tox – KB-3-1 parental cell cytotoxicity | Potency, µM (doses to about 46.1 µM), for the others: top-dose activity change, negative = cytotoxic, hits mostly cytotoxic | KB-3-1 viability, CellTiter-Glo ATP luminescence, 72 h | AID 1347075 | 1.4% of 400,000 active; further: potency means the concentration at half of the fitted maximal effect; on the % scale 0 is the no-effect control and ±100 the full control effect; nearly all actives have a fitted effect of over 60% in size
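Screening of KB-3-1 cells (DMEM, 10% FBS, phenol-red free) ran from lowest to highest compound concentration; after 72 h at 37 °C viability was read luminescently and curves fitted.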
ATXN2 expr inh – inhibitors of ATXN2 expression | HEK-293 ATXN2-luciferase reporter, luminescence, 24 h | Potency, µM (highest dose often 57 µM), for inactives: at the highest dose activity change, negative = inhibition, usual class: inhibitors | 0.72% of 360,000 active | AID 1745845; further: potency means the concentration at half of the fitted maximal effect; on the % scale 0 is the no-effect control and ±100 the full control effect; nearly all actives have a fitted effect of over 55% in size
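ATXN2-luciferase reporter cells (luciferase flanked by upstream and downstream ATXN2 gene portions) were treated 24 h at 37 °C with compounds at up to 57 uM. SteadyGlo luminescence gave expression; GF-AFC fluorescence gave viability.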
Starred values were filed as active, the others as inactive; i = inactive; ? = inconclusive; . = not tested or not shown; & = joins results of further samples; [ ] = another dose, or the depositor's remark. Unless noted, the call rests on the fitted dose curve; in most records, active means well fitted curve in the direction sought with a large enough effect; inconclusive means small, poorly fitted or top-dose-only effect, or another doubt; inactive means no such curve, though single readings can be large; an effect the other way counts as inactive or inconclusive.

SMILES | HT1080NT lethal | HT1080 IDH1KD tx | IL1B secr inh | SW480 rerep | KB-V1 cytotox | MCF10A rereplic | ATXN viability | KB-3-1 tox | ATXN2 expr inh
CSc1nsc(SC)c1NC(=O)OC1CCCCC1 | -5% | -1% | -12 | 3% | -3% | ? | i | 13% | -5%
Cc1ccc(S(=O)(=O)N2CCC(C(=O)Nc3nnc(-c4ccco4)s3)CC2)cc1 | -2% | -2% | 3 | -2% | -21% | 13% | i | 0% | -5%
CCc1nnc(NS(=O)(=O)c2ccc(NC(=O)/C=C/c3ccc(OC)cc3OC)cc2)s1 | -5% | -19% | 11 | 1% | 30% | ? | i | 7% | -3%
Cc1cnc(C(=O)OC(C)C(=O)c2c(C)[nH]c3ccccc23)cn1 (configuration not stated) | 1% | -4% | 9 | -1% | 17% | 7% | i | -1% | 3%
O=[N+]([O-])c1ncn(Cc2ccccc2Cl)n1 | 8% | 13% | 31 | 0% | ? | 5% | i | 15% | 0%
COc1ccc(C2C3=C(CC(C)(C)CC3=O)Oc3ncn(CCO)c(=N)c32)cc1OC (configuration not stated) | 3% | -1% | -13 | -4% | 14% | 14% | ? | 17% | 6%
COc1cccc(CNCCO)c1OCc1ccccc1 | -9% | -8% | -28 | 8% | -25% | 2% | i | -2% | 4%
CC1=C(C(=O)OCc2ccccc2)C(c2cccc([N+](=O)[O-])c2)NC(=O)N1CCCCCC(=O)O (configuration not stated) | -1% | -9% | 79 | -44%[inhibitor] | -6% | 26% | i | 0% | 6%
CCc1ccc(NC(=O)C(C)Sc2nc(-c3ccco3)c(C#N)c(=O)[nH]2)cc1 (configuration not stated) | -30% | -18% | 9 | 28% | -12% | ? | i | -10% | 12%
COC(=O)c1ccc2c(=O)[nH]c(COC(=O)c3c(-c4ccccc4Cl)noc3C)nc2c1 | -2% | -4% | 24 | 4% | ? | ? | i | -1% | 19%
Cc1cccc(N=C2NC(=O)/C(=C/c3cccnc3)S2)c1 | -3% | 8% | ? | -11% | -8% | 0% | . | 4% | .
C=CCNC(=O)C1CCN(S(=O)(=O)CC)CC1 | 5% | -7% | 20 | 2% | 9% | 20% | i | -12% | 6%
CCOc1ccc(NC(=O)COc2ccc3c(c2)CCC3)cc1OC | -7% | -4% | -30 | ? | -16% | -11% | i | -3% | -13%
CCOc1ccccc1C1Nc2ccccc2-c2nnc(SCc3ccccc3)nc2O1 (configuration not stated) | . | . | . | . | 6% | . | i | -1% | 7%
CN1CCN(C2CN(CCc3ccccc3)S(=O)(=O)C2)CC1 (configuration not stated) | -2% | 0% | 11 | . | -9% | . | i | 0% | 16%
CCOC(=O)c1c(-c2ccccc2)csc1NC(=O)c1ccc(N2C(=O)CCC2=O)cc1 | 20% | 7% | -4 | 1% | -8% | 20% | i | -7% | -13%
COc1cc(C(=O)Nc2cccc(NC(=O)c3ccccc3)c2)cc(OC)c1OC | 13% | 9% | ? | 18% | ? | 1% | i | -9% | -24%
CCOC(=O)c1c(C)c(-c2ccccc2)n(CC(=O)NCCCN(CC)CC)c1C | -9% | -1% | -11 | ? | -20% | 9% | i | -5% | .
CCn1cc2nc(SCC(=O)Nc3cc(OC)cc(OC)c3)n(Cc3ccc(Cl)cc3)c(=O)c2n1 | . | . | . | . | -5% | . | i | -2% | -4%
CC(C)c1cccc(-c2csc(C(C)(O)c3ccc(F)c(F)c3)n2)c1 (configuration not stated) | ? | ? | ? | . | ? | . | i | ? | 0%
CC(C)c1ccc(/C=C2\NC(=O)NC2=O)cc1 | -18% | -15% | 13 | 1% | 0% | 5% | i | -15% | 10%
CCOc1ccc(CCN2C(=S)N([C@@H](Cc3ccc(O)cc3)CN3CCC[C@@H]3CN3C(=S)NC[C@@H]3CC(C)C)C[C@@H]2Cc2ccccc2)cc1 | -17% | 1% | -16 | . | 3% | . | ? | -1% | 0%
O=C(NC1CCCCC1)Oc1ccccc1 | 13% | 14% | -4 | -14% | 58% | -1% | i | -1% | 9%
COc1ccc(C(=O)Nc2ccccc2C(=O)Nc2cccc(C)n2)cc1 | -29% | -6% | -27 | ? | -4% | ? | ? | -26% | -5%
NC(=O)CCCSc1nc2ccccc2[nH]1 | -11% | 0% | 42 | 4% | 0% | -13% | i | 3% | 6%
O=S(=O)(c1ccc2ccccc2c1)n1nc(-c2ccco2)nc1NCc1cccc(Cl)c1 | . | . | . | . | -7% | . | i | 0% | 4%
Cc1nnc(SCCCN2C(=O)c3ccccc3C2=O)o1 | 4% | -1% | 0 | -2% | -10% | -1% | i | -20% | 0%
Cc1ccc(NC(=O)c2cccc(OCc3c(C)noc3C)c2)c(C)c1 | -11% | -13% | -14 | 20% | ? | 18% | i | ? | 1%
Cc1cc(C(=O)N/N=C/c2cccc3ccccc23)c(C)o1 | -9% | -4% | -5 | ? | -1% | 25% | i | 6% | 16%
CCOC(=O)CSc1nc2sc3c(c2c(=O)n1CC)CCCC3 | . | . | . | . | -1% | . | i | 2% | 9%
COc1ccc(-c2csc(NC(=S)NC(=O)/C=C/c3ccc(C(C)C)cc3)n2)cc1OC | 10% | 0% | -17 | ? | -19% | 0% | i | -8% | 7%
CC1CN(CCc2ccccc2)C(C)C/C1=N/O (configuration not stated) | 5% | 22% | -25 | 6% | -8% | 2% | i | -1% | -42%
Cc1cc(OCC(=O)NCCCN2CCOCC2)c2c(C)cc(=O)oc2c1 | -1% | -1% | -3 | 25% | 0% | -5% | i | 13% | -10%
CCOc1ccccc1NC(=O)NCc1ccccc1F | 15% | 11% | 6 | ? | -1% | 2% | i | 0% | .
CCOc1ccc(-c2nonc2NC(=O)c2ccco2)cc1OCC | -1% | 1% | 2 | 2% | 9%&2% | 9% | i | 25%&-2% | -9%&-6%
COc1ccc(CCNC(=O)CN(c2ccc(C)cc2)S(=O)(=O)c2ccc(OC)cc2)cc1 | . | . | . | . | 12% | . | i | 14% | -18%
Cn1c(=O)oc2cc(S(=O)(=O)N3CCC4(CC3)OCCO4)ccc21 | 4% | -1% | 16 | -12% | 4% | -1% | ? | -3% | 2%
Cc1n[nH]c(=O)nc1NCCN(C)C | 9% | 11% | 5 | -10% | ? | -2% | i | -2% | 8%
COc1cccc(/C=N/NC(=O)C(=O)NCc2ccco2)c1O | 8.9µM* | 7.1µM* | 113 | 0% | ? | -3% | i | -6% | -26%
COc1cc(C(CC(=O)NCc2ccccc2Cl)N2Cc3ccccc3C2=O)cc(OC)c1OC (configuration not stated) | . | . | . | . | ? | . | i | 17% | 6%
Cc1ccnc(SCC(=O)Nc2cccc(S(=O)(=O)N3CCOCC3)c2)n1 | 4% | 3% | 13 | -10% | -2% | -10% | i | -5% | -16%
COc1cccc(NC(=O)Cn2c(=O)n(CCC(=O)NC3CCN(Cc4ccccc4)CC3)c(=O)c3ccccc32)c1 | -2% | -2% | 26 | -35% | 1% | 3% | i | 2% | 8%
Cn1c(C(=O)c2ccccc2[N+](=O)[O-])nc2ccccc21 | -10% | -5% | 19 | ? | 1% | 22% | i | 1% | .
Cn1ccnc1C(=O)Cc1ccc([N+](=O)[O-])cc1 | 5% | -2% | -4 | -127%[inhibitor] | -29% | -2% | ? | -1% | 7%
CC(=O)c1cc2c(cc1N/C(=N/S(=O)(=O)c1ccccc1)c1ccc(Cl)cc1)OCO2 | 0% | 2% | 0 | . | ? | 8% | i | 5%&0% | -4%&-8%
O=C(CO/N=C1\CCCc2nonc21)Nc1ccccc1Cl | 3% | -1% | 19 | -7% | -4% | 0% | i | -3% | -2%
Cc1cc(=O)oc2ccc(OCC(=O)N(Cc3ccc(F)cc3)Cc3ccco3)cc12 | -21% | ? | -62* | -1% | ? | ? | ? | ? | -13%
Cc1c(CC(=O)O)c(=O)oc2cc(OCc3ccc(F)cc3Cl)ccc12 | 11% | 11% | 6 | 3% | 1% | 2% | i | 10% | 9%
CCOc1ccc(OCC)c(NC(=O)C2CCN(c3cnccn3)CC2)c1 | -3% | 0% | ? | 19% | 11%&5% | -2% | i | 10%&11% | 10%&-8%
Cc1ccccc1N/C(SCc1ccc(Cl)cc1)=C(/C#N)C(=O)NCc1ccco1 | ? | ? | -16 | ? | 12µM* | 19% | i | ? | ?

Next part
SMILES | HT1080NT lethal | HT1080 IDH1KD tx | IL1B secr inh | SW480 rerep | KB-V1 cytotox | MCF10A rereplic | ATXN viability | KB-3-1 tox | ATXN2 expr inh
COc1cccc(NC(=O)CN(C)C(C)C(=O)Nc2cc([N+](=O)[O-])ccc2Cl)c1 (configuration not stated) | -14% | -6% | 23 | -4% | ? | 0% | ? | 27% | -6%
COc1ccc(N(CC(=O)NCc2cccnc2)S(=O)(=O)c2ccccc2[N+](=O)[O-])c(OC)c1 | 23% | 20% | -14 | 0% | -15% | -32%[inhibitor] | i | 5% | -22%
C=CCn1c(C)cc(C(=O)COC(=O)c2cncc(Br)c2)c1C | -2%[9.24 µM] | 0% | 3 | -39%[inhibitor] | -1% | 5% | i | -1% | 21%
CN1c2ccccc2C(=O)/C(=C\Nc2ccc(F)cc2F)S1(=O)=O | 16% | 16% | . | -7% | 5% | -18% | i | 2% | -7%
CC(Oc1ccc(Cl)cc1Cl)C(=O)Nc1cccc(O)c1 (configuration not stated) | 24% | 19% | -11 | 20% | 18% | -2% | ? | 12% | 4%
CCN1CCCC1CNC(=O)C(=O)Nc1ccc(OC)cc1 (configuration not stated) | 10% | 0% | -10 | -1% | -11% | 13% | i | -1% | 10%

2 compounds drawn at random from the list so far, as already listed:
SMILES | HT1080NT lethal | HT1080 IDH1KD tx | IL1B secr inh | SW480 rerep | KB-V1 cytotox | MCF10A rereplic | ATXN viability | KB-3-1 tox | ATXN2 expr inh
CCOc1ccc(NC(=O)COc2ccc3c(c2)CCC3)cc1OC | -7% | -4% | -30 | ? | -16% | -11% | i | -3% | -13%
O=C(CO/N=C1\CCCc2nonc21)Nc1ccccc1Cl | 3% | -1% | 19 | -7% | -4% | 0% | i | -3% | -2%
